HCV inh: blocks hepatitis C virus | AID 651820 | 340,000 compounds, 3.4% hits | Potency, µM (top dose mostly 41.8 µM), for inactives: at the highest dose activity change, negative = inhibition, hits mostly inhibitors | Huh7.5.1 HCVcc-Cre infection, luciferase reporter, 44 h; note: potency is the fitted concentration of half-maximal effect; % is set by controls: 0 for no effect and ±100 for the full control effect
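Cells seeded at 1,000/well and cultured 4 h, then compounds added followed by HCVcc-Cre virus (~0.5 moi). After 44 h further culture, luciferase substrate was added, plates held 15 min at room temperature, and luminescence read for 15 sec.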
CHX counter: counter-screen for Shiga toxin inhibitors: cycloheximide protein synthesis inhibition | cell reporter, cycloheximide protein synthesis inhibition counterscreen | max response, % | 300,000 compounds, 12% hits; in the data active = max response mostly above about 13%, no sharp cut-off; inactive = mostly below about 14%; note: read at 38.3 µM for the half of the compounds with a filed dose; 0% is about no effect
FBPA Giardia inh: blocks Giardia fructose-bisphosphate aldolase activity. A8B2U2. purified Giardia FBPA. Potency, µM (doses to about 59.6 µM), for inactives: at the top dose activity, negative = inhibition, most hits filed as inhibitors. 290,000 compounds, 0.71% hits; note: potency is the fitted concentration of half-maximal effect; % is set by controls: 0 for no effect and ±100 for the full control effect; nearly all actives have a fitted effect of over 55% in size
Target sequence (A8B2U2 whole entry, looked up): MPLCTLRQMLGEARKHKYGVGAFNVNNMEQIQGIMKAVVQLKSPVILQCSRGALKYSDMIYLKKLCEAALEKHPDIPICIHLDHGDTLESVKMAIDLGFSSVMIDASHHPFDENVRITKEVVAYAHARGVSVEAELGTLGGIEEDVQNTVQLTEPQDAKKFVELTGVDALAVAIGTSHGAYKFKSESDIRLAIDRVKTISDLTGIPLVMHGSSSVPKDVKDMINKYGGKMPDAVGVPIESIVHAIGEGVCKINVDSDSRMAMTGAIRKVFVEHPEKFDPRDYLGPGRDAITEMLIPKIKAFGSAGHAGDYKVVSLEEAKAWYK
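40 nM FBPA preincubated 10 min at RT with compound (up to 57.5 uM final), then substrate plus GAPDH/TPI/NAD/arsenate coupling and diaphorase/resazurin added. Fluorescence read after 20 min at RT, 525/598 nm.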
Shiga toxin inh: Shiga toxin inhibition | 290,000 compounds, 9.2% hits | inhibition, % at 38.7 µM | Vero cells, Shiga toxin protein synthesis inhibition reporter; in the data active = inhibition mostly above about 28%, no sharp cut-off; inactive = mostly below about 43%; note: 0% is about no effect
Pf growth 48h: inhibits P. falciparum growth in the first generation, 48 h; P. falciparum luciferase growth in erythrocytes, 48 h; Potency, µM (highest dose often 28.7 µM), for the others: at the highest dose activity change, negative = inhibition, hits mostly inhibitors; 310,000 compounds, 5.9% hits; AID 504832; note: potency is the fitted concentration of half-maximal effect; % is set by controls: 0 for no effect and ±100 for the full control effect
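Parasite viability was followed by luminescence of a genomically integrated firefly luciferase. Cultures held 0.1% parasitemia at 2% hematocrit (final), incubated under 5% CO2 at 37 C.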
Pf growth 96h: P. falciparum growth inhibition at 96 hour, primary screen for plastid delayed-death inhibitors; P. falciparum luciferase reporter growth, 96 h; Potency, µM (series often up to 28.7 µM), without a hit: at the top dose activity change, negative = inhibition, hits mostly inhibitors; 320,000 compounds, 6.9% hits; note: potency is the fitted concentration of half-maximal effect; % is set by controls: 0 for no effect and ±100 for the full control effect
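Compounds incubated with erythrocytes infected by luciferase-expressing P. falciparum (2% hematocrit, 0.05% parasitemia final) for 96 hours, 37 C in 5% CO2. Growth inhibition scored as decreased luciferase luminescence.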
* = called active by the depositor; ? = inconclusive; . = no result given; [ ] = another dose, or the depositor's remark. Unless noted, calls come from the whole dose curve; as a rule, active = well fitted curve in the direction sought with a large enough effect; inconclusive = small, poorly fitted or top-dose-only effect, or another doubt; inactive = no such curve, though single readings can be large; an effect the other way counts as inactive or inconclusive.

The opening 14 records as a preview:
SMILES	HCV inh	CHX counter	FBPA Giardia inh	Shiga toxin inh	Pf growth 48h	Pf growth 96h
O=C(Nc1ccccc1-c1ccccc1)c1cccs1	-24.9%	5.2	2.1%	-12.5	4.7%	?
COC(=O)c1ccccc1-n1c(C)nc(=O)c(-c2ccccc2)c1C	9.5%	-2.6	5.9%	-10.1	21.5%	19.8%
Cc1ccc2oc(-c3ccccc3)nc2c1	5.6%	44.8*	-7.5%	70.1*	129.9%[activator]	.
COc1ccc(OC)c(/C=C/C(=O)OCC(=O)NC2CCCCCCC2)c1	-11.0%	.	.	.	-16.6%	?
O=S1(=O)CCC(NS(=O)(=O)c2ccc3ccccc3c2)C1 (configuration not stated)	10.4%	-3.6	9.1%	1.6	13.0%	31.1%
Cc1occc1-c1nnc(SCC(=O)N2CCOCC2)o1	17.6%	3.2	-0.2%	23.8	-1.3%	39.9%[activator]
COc1ccc(C(=O)/C=C/c2ccccc2C(F)(F)F)cc1	-11.3%	25.9*	-2.1%	28.5	?	?
CC(c1ccccc1)N1CC(C(=O)Nc2ccc(F)cc2)CC1=O (configuration not stated)	5.7%	.	.	.	-17.7%	?
COc1cc(C(=O)OCC(=O)c2ccccc2)cc2c1OCCO2	?	.	.	.	-9.0%	34.5%[activator]
CC(C)[C@@H](C(=O)NC1CCN(Cc2ccccc2)CC1)N1C(=O)N2CCc3c([nH]c4ccccc34)[C@@]2(C)C1=O	-52.2%	-3.7	-6.4%	-8.5	?	7.38µM*
CCc1ccc(CN(C(=O)c2oc3ccccc3c2C)C2CCS(=O)(=O)C2)cc1 (configuration not stated)	-1.8%	-2.1	-1.1%	-2.7	?	?
CCCCOc1ccc(NC(=O)Nc2nnc(C)s2)cc1	-2.4%	9.7	2.4%	27.7	29.1%	0.0%
CCCCC1CCC(/C(N)=N/O)CC1 (configuration not stated)	10.5%	11.3	13.9%	19.6	-11.8%	?
Nc1ccc(S(=O)(=O)Nc2ccnn2-c2ccccc2)cc1	-1.5%	-4.5	2.4%	-2.3	-0.8%	22.3%

Results, from the first entry:
SMILES	HCV inh	CHX counter	FBPA Giardia inh	Shiga toxin inh	Pf growth 48h	Pf growth 96h
O=C(Nc1ccccc1-c1ccccc1)c1cccs1	-24.9%	5.2	2.1%	-12.5	4.7%	?
COC(=O)c1ccccc1-n1c(C)nc(=O)c(-c2ccccc2)c1C	9.5%	-2.6	5.9%	-10.1	21.5%	19.8%
Cc1ccc2oc(-c3ccccc3)nc2c1	5.6%	44.8*	-7.5%	70.1*	129.9%[activator]	.
COc1ccc(OC)c(/C=C/C(=O)OCC(=O)NC2CCCCCCC2)c1	-11.0%	.	.	.	-16.6%	?
O=S1(=O)CCC(NS(=O)(=O)c2ccc3ccccc3c2)C1 (configuration not stated)	10.4%	-3.6	9.1%	1.6	13.0%	31.1%
Cc1occc1-c1nnc(SCC(=O)N2CCOCC2)o1	17.6%	3.2	-0.2%	23.8	-1.3%	39.9%[activator]
COc1ccc(C(=O)/C=C/c2ccccc2C(F)(F)F)cc1	-11.3%	25.9*	-2.1%	28.5	?	?
CC(c1ccccc1)N1CC(C(=O)Nc2ccc(F)cc2)CC1=O (configuration not stated)	5.7%	.	.	.	-17.7%	?
COc1cc(C(=O)OCC(=O)c2ccccc2)cc2c1OCCO2	?	.	.	.	-9.0%	34.5%[activator]
CC(C)[C@@H](C(=O)NC1CCN(Cc2ccccc2)CC1)N1C(=O)N2CCc3c([nH]c4ccccc34)[C@@]2(C)C1=O	-52.2%	-3.7	-6.4%	-8.5	?	7.38µM*
CCc1ccc(CN(C(=O)c2oc3ccccc3c2C)C2CCS(=O)(=O)C2)cc1 (configuration not stated)	-1.8%	-2.1	-1.1%	-2.7	?	?
CCCCOc1ccc(NC(=O)Nc2nnc(C)s2)cc1	-2.4%	9.7	2.4%	27.7	29.1%	0.0%
CCCCC1CCC(/C(N)=N/O)CC1 (configuration not stated)	10.5%	11.3	13.9%	19.6	-11.8%	?
Nc1ccc(S(=O)(=O)Nc2ccnn2-c2ccccc2)cc1	-1.5%	-4.5	2.4%	-2.3	-0.8%	22.3%
COc1cccc(CNC(=O)c2n[nH]c3ccccc23)c1	-2.0%	27.4	2.9%	31.3*	103.8%[activator]	82.7%[activator]
COc1ccc(OC)c(NC(=O)CN(C)S(=O)(=O)c2ccc(Cl)cc2)c1	-18.4%	0.9	-0.5%	-1.4	6.7%	?
COc1ccc(OC)c(NC(=O)Cc2coc3ccc(C)cc23)c1	?	-0.6	-17.5%	13.1	6.6%	.
COc1ccc(C(=O)N2CCC(CCC(=O)Nc3cccc(C)c3)CC2)cc1	-15.1%	13.3	.	10.6	-14.4%	-2.2%
CCOCCCn1c(SC(C)C(=O)NCC2CCCO2)nc2sc(C)c(C)c2c1=O (configuration not stated)	11.0%	.	.	.	?	?
COC(=O)CSc1nnc(NC(=O)CCc2ccccc2)s1	14.2%	14.0	10.1%	10.7	-5.4%	12.1%
CN(C(=O)/C=C/c1ccccc1)C1CCS(=O)(=O)C1 (configuration not stated)	24.9%	5.2	5.5%	6.6	38.6%[activator]	?
COC(CNC(=O)CCc1c(C)nc2c(-c3ccccc3)c(C)nn2c1C)OC	-5.6%	-4.0	-2.9%	-2.3	2.4%[0.00184 µM]	5.2%
Cc1ccc(N(C)C(=O)CC(C)S(=O)(=O)c2ccc3c(c2)NC(=O)CO3)cc1 (configuration not stated)	11.8%	-3.5	.	-6.4	18.8%	3.7µM*
COc1ccc(OCCCCN2CCC(C)CC2)cc1	-9.5%	-5.4	?	-6.0	-11.4%[0.00184 µM]	?
O=C(Nc1cc(S(=O)(=O)N2CCCCCC2)ccc1OCC(F)(F)F)C1CCC1	-2.9%	-4.6	.	-38.1	-19.3%	-15.5%

(continued)
SMILES	HCV inh	CHX counter	FBPA Giardia inh	Shiga toxin inh	Pf growth 48h	Pf growth 96h
COc1ccccc1CN1C(=O)CCC1(C)C(=O)NC1CCCCCC1 (configuration not stated)	6.1%	1.0	3.5%	-7.5	?	22.7%
O=C(N/N=C/c1ccccc1)c1ccc2c(c1)OCO2	-6.9%	24.7	-6.2%	23.7	254.0%[activator]	?
O=C(CC(CC(=O)c1ccccc1)c1ccccc1)c1ccccc1	-28.2%	9.5	2.6%	6.9	-7.7%	1.0%
CCOC(=O)N1CCN(C(=O)c2cn(CC)c3cc(N4CCN(C)CC4)c(F)cc3c2=O)CC1	8.9%	6.7	1.2%	14.6	10.6%	-13.5%
COC(=O)C1=C(N)OC2=C(C(=O)CC(C)(C)C2)C1c1cccnc1 (configuration not stated)	-2.1%	-2.9	0.8%	-17.9	1.0%	.
Cc1cc(C(C)(C)C)cc(C)c1N	8.7%	-5.9	-4.2%	-13.0	-5.0%	-5.3%
COC(=O)C1CN(C(=O)C(C)Oc2cccc(C)c2C)c2ccccc2O1 (configuration not stated)	7.1%	4.4	-3.9%	9.0	-24.6%[0.00184 µM]	5.4%
CC1(C)Cc2c(sc3ncn4nc(CCC(=O)O)c(=O)nc4c23)CO1	16.5%	7.9	2.7%	73.2	-26.7%	?
COc1ccc(-n2c(SCC(=O)NC3CCCCC3)nc3ccsc3c2=O)cc1	9.1%	-3.9	2.9%	51.9	3.0%	5.5%
C[C@H](NC(=O)c1nc[nH]c1C(=O)N1CCN(c2ccccc2)CC1)c1ccccc1	0.8%	.	.	.	33.6%[activator]	-1.4%
O=C(COC(=O)CSc1ccc2ccccc2c1)NC1CCCC1	16.9%	-4.5	-0.2%	-7.3	-1.5%	?
O=C(NCCN1CCCC1)C1COc2ccccc2O1 (configuration not stated)	1.9%	-1.9	-6.8%	-10.1	-5.7%	.
Cc1nc(-c2ccc(NC(=O)c3ccccc3C)cc2)cs1	?	31.1*	-7.7%	61.2*	368.6%[activator]	-55.3%[5.75 µM]
N#CNC(=Nc1ccccc1)SCc1ccc(C(=O)O)cc1	12.8%	0.6	15.0%	-11.6	-30.1%	-1.1%
Nc1ccc(Oc2ccc3c(c2)OCO3)cc1	1.9%	12.5	-1.7%	14.8	34.2%[activator]	?
CCOC(=O)c1sc(NC(=O)CSc2n[nH]c(C)n2)nc1C	-10.5%	7.9	-4.5%	12.0	4.2%	-23.3%
CN(C(=O)c1cccc(Br)c1)C1CCS(=O)(=O)C1 (configuration not stated)	15.1%	.	.	.	11.1%	10.5%
CCCN1CCC(=O)N([C@H](CSc2ccc(Br)cc2)c2ccccc2)CC1	?	34.8*	20.4%	18.7	0.5%	?
Cc1cc(NC(=O)CCN2CCN(CCO)CC2)ccc1Br	18.1%	0.1	?	-6.4	?	0.0%
CC1CCCCN1C(=O)COC(=O)CNC(=O)c1sc2ccccc2c1Cl (configuration not stated)	21.5%	.	.	.	27.1%	2.5%
COc1cc(-c2nnc(SCC(=O)N(Cc3ccccc3)C(C)(C)C)o2)cc(OC)c1OC	?	-3.4	-1.6%	3.6	10.4µM*	3.7µM*
CCC(C)c1ccc(NC(=O)CN(C)CC(=O)Nc2cccc(OC)c2)cc1 (configuration not stated)	7.2%	13.4	15.8µM*	21.2	11.7µM*	?
O=c1c2ccccc2nc2n1C(CSc1ccc(F)cc1)CN2 (configuration not stated)	12.2%	-0.7	-3.6%	-11.1	7.7%	?
COc1cc(/C=N/NC(=O)Cn2cnc3ccccc3c2=O)ccc1O	0.2%	-7.6	-1.8%	-1.7	11.4%	15.2%
Cn1nc(CC(=O)Nc2ccc3c(c2)CCC3)c2ccccc2c1=O	?	-1.5	2.5%	4.4	7.8%	20.0%

Additional compounds:
SMILES	HCV inh	CHX counter	FBPA Giardia inh	Shiga toxin inh	Pf growth 48h	Pf growth 96h
CNC(=S)N1CCN(c2nc(-c3ccc(F)cc3)cs2)CC1	?	13.4*	-0.2%	20.4	6.5%	16.7%
O=C1/C(=C/c2ccccc2)SC(=S)N1N1C(=O)C2CC2C1=O (configuration not stated)	-8.8%	14.5	0.6%	-8.1	21.9%	5.6%
COc1ccc(NC(=O)CN(C)C(=O)/C=C/c2ccc(OCc3ccccc3)cc2)cc1	?	-4.3	0.1%	-3.0	27.9%	20.4%
O=C(CO/N=C/c1ccc(OC(F)F)cc1)NC1CCCCC1	-3.4%	-3.4	0.8%	-2.9	?	6.4%
CN(C)C(CNC(=O)c1cnc(Cl)c(Cl)c1)c1ccccc1 (configuration not stated)	-0.3%	-3.8	?	-8.9	-19.8%[0.00184 µM]	-18.9%
COc1cc(N)c(Cl)cc1C(=O)OCC(=O)N1CCCC1	7.0%	-4.8	-8.2%	4.0	0.1%	3.5%
Cc1cc(C)c2nc(N3CCN(C(=O)c4cccs4)CC3)sc2c1	?	.	.	.	-13.3%	-3.5%
CCN(CC)C1CCN(C(=O)c2cc(COc3cccc4cccnc34)on2)C1 (configuration not stated)	-18.0%	1.0	6.4%	-2.8	-1.6%	-10.0%
COC(=O)C1=C(C)NC(=O)NC1/C=C/c1ccccc1 (configuration not stated)	-6.0%	0.5	8.8%	-23.5	?	121.0%[activator]
Cc1nn(C)c(C)c1/C=C/C(=O)c1ccc(Cl)cc1Cl	7.94µM*	7.0	-4.9%	39.0	?	-6.6%
CC(C)(C)n1ncc2c(=O)n(CC(=O)Nc3ccc(Cl)cc3)cnc21	-1.3%	1.4	10.6%	-5.8	-22.1%	274.9%[activator]
COc1ccccc1Nc1ccc(Nc2ccccc2OC)nn1	-2.7%	29.2*	0.6%	175.0*	81.8%[activator]	?
c1ccc(N2CCN(CC3CCCCC3)CC2)cc1	14.7%	-0.6	?	-7.7	6.5%	142.7%[activator]
O=C(N=c1ccn(-c2nc3ccccc3nc2NS(=O)(=O)c2ccccc2)cc1)c1cccs1	1.8%	1.6	-4.3%	-9.2	19.6%	?

Assay outcomes (PubChem)
